From PubChem
Hep lipid drop: hepatic lipid droplet formation modulation | AML12 mouse hepatocytes, oleate lipid droplets, BODIPY imaging | inhibition, % at 6.5 µM | 0.4% of 240,000 active;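 active = lipid droplet intensity inhibited by at least 50%, with more than 500 cells counted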
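Technique: fluorescence imaging, 20x objective, two fields per well / Assay system: AML12 hepatocytes (mouse) / Measure: % inhibition of lipid droplet signal / Doses: 6.5 µM single-point dosing / Incubation: overnight exposure / Reagent: 100 µM oleic acid challenge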
TNAP activators: human TNAP enzyme activators, primary screen, biochemical, luminescent, no phosphate acceptor, uHTS (AID 1001); 0.03% of 200,000 active; activation fold at 20 µM; hits with a dose series show EC50 in µM; purified TNAP, luminescent activation assay, no phosphate acceptor; higher activation fold means a stronger effect; in the data active = activation fold from about 3, or a potency from the dose series; inactive = the rest, 99 in 100 with activation fold below about 1.6; note: many of its hits are not listed in these tables
XIAP antagonists: small molecules displacing peptide from XIAP – biochemical, IAP family, fluorescence polarization (AID 1018) | XIAP BIR domain, fluorescence polarization peptide displacement; higher % means a stronger effect | displacement, % at 20 µM, or IC50 in µM where a hit was titrated | 0.007% of 200,000 active; in the data active = displacement above about 50%; note: a part of the inactive calls stands beside numbers as strong as those of hits
UTI89 phage lysis: protection from phage-mediated lysis, alamar blue read-out – E. coli UTI89, K1F phage, bacterial capsule biogenesis inhibitors (AID 488966). inhibition, % at 100 µM; hits with a dose series show IC50 in µM. E. coli UTI89 K1F phage lysis, alamar blue, 2 h; higher % means a stronger effect. 0.02% of 340,000 active;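 active = phage lysis inhibition, versus mean bacterial control, above a set limit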;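 note: capsule biogenesis inhibitors block K1F phage lysis so surviving cells raise fluorescence; higher fluorescence means more inhibition of phage lysis; actives were called in the ten point dose series up to 300 µM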
human PMI inhibition: MPI enzyme activity inhibition – biochemical, fluorescence intensity, coupled assay, primary screen (AID 1209) | purified PMI enzyme, coupled fluorescence intensity; higher % means a stronger effect | inhibition, % at 20 µM, or IC50 in µM where a hit was titrated | 0.42% of 190,000 active;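 note: plate controls were DMSO vehicle for no effect and wells lacking substrate for full effect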
M17LAP inhibition: P. falciparum M17LAP inhibitors, primary screen, biochemical, fluorogenic H-Leu-NHMec substrate, 1536-well (AID 1619) | recombinant M17LAP, H-Leu-NHMec fluorogenic kinetic assay; higher % means a stronger effect | one-dose inhibition, % at 30 µM; IC50 in µM for titrated hits | 0.38% of 220,000 active;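 active = compound inhibiting the enzyme by more than half at any dose during confirmatory dose-response retesting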;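 note: plate controls were full reaction with DMSO carrier for no effect and no enzyme background for full effect; strong numbers were not always called active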
PMI inhibition: human PMI inhibitors, high substrate, primary screen, biochemical, fluorescence intensity, high mannose 6-phosphate (AID 1220); recombinant PMI enzyme, coupled fluorescence intensity; higher % means a stronger effect; one-dose inhibition, % at 20 µM; IC50 in µM for titrated hits; 0.66% of 190,000 active
SIAH1 antagonists: blockers of Siah-1 interaction with plectin peptide – biochemical, fluorescence polarization, rhodamine-plectin, uHTS, primary screen (AID 1817); Siah-1 / rhodamine-plectin peptide fluorescence polarization; higher % means a stronger effect; one-dose displacement, % at 20 µM; IC50 in µM for titrated hits; 0.02% of 290,000 active;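 active = displacement of at least 50% at 20 µM, with a fluorescence ratio check between 0.3 and a set limit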;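 note: plate controls were Siah plus tracer with DMSO for no effect and tracer alone without Siah for full effect; strong numbers were not always called active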
M1AAP inhibition: malaria alanyl aminopeptidase activity blockers – biochemical, fluorogenic H-Leu-NHMec substrate, 1536-well (AID 1445); recombinant M1AAP, H-Leu-NHMec fluorogenic kinetic assay; higher % means a stronger effect; inhibition, % at 30 µM, or IC50 in µM where a hit was titrated; 0.42% of 220,000 active;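 active = primary inhibition above the hit cutoff, then over 50% inhibition at one or more dose response concentrations, cut at about 23% in these data, passing the limit was not always enough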;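 note: plate controls were DMSO full reaction for no effect and no enzyme background for full effect; strong numbers were not always called active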
Hep lipid drop cells 6.5 µM: second read-out of Hep lipid drop, no call of its own (marks repeat the call); cell count; measured here: cell count, cytotoxicity flag;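 cells counted across two imaged fields per well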
* marks the source's active call; other numbers are inactive results; . = no result given; [ ] = remark or other dose. Cut-off read from the data, not from the text of the source, unless noted: active = inhibition above about 50%; inactive = the rest.

SMILES	Hep lipid drop	Hep lipid drop cells 6.5 µM	TNAP activators	XIAP antagonists	UTI89 phage lysis	human PMI inhibition	M17LAP inhibition	PMI inhibition	SIAH1 antagonists	M1AAP inhibition
COc1ccc(NC(=O)CSc2nnc(Cn3c(=O)sc4ccccc43)n2C)cc1OC	13	694	1.1	3.0%	1.9%	5%	0%	11%	3%	1%
O=C(Cn1cnc(Cl)c1Cl)c1ccc(F)cc1	-7	747	1.1	-6.2%	0.0%	0%	0%	3%	-2%	4%
COc1ccc(/C(O)=C2/C(=O)C(=O)N(Cc3cccnc3)C2c2ccccn2)cc1 (stereo not given)	17	730	1.1	-4.2%	0.6%	-26%	23%	-25%	2%	4%
Cc1cc([N+](=O)[O-])ccc1-c1ccc(/C=N/NC(=O)Cc2ccccc2)o1	-61	638	0.9	-17%	0.0%	15%	3%	8%	3%	-3%
S=C(Nc1ccccc1Cl)N(Cc1cccnc1)Cc1ccco1	-5	684	1	-2.4%	-0.1%	4%	4%	7%	-1%	0%
C=CCn1c(-c2ccccc2)n[nH]c1=S	3	763	1	-6.1%	-1.4%	-15%	16%	-25%	2%	10%
O=Cc1cn(CCC(=O)O)nc1-c1cccc(Cl)c1	-10	665	1	-2.9%	-0.7%	-8%	0%	-4%	-2%	6%
COc1ccc(C2C(C(=O)OCC(=O)NC(C)(C)C)CCC(=O)N2c2ccc(C)cc2)cc1OC (stereo not given)	17	669	1.2	-7.0%	-0.4%	-7%	3%	-8%	-4%	6%
Fc1ccc(-c2nc3c(Cl)cc(C(F)(F)F)cn3c2Cl)cc1	-36	665	1.2	2.2%	0.0%	-4%	-5%	-6%	1%	-2%
CCOC(=O)N1CCN(C(=O)c2cccn3c(=O)c4cc(Br)ccc4nc23)CC1	6	686	1.1	-2.4%	2.8%	-1%	-21%	-8%	6%	17%
Cc1cccc(CSc2nnc(CCCCCNC(=O)OC(C)(C)C)o2)c1	-9	704	.	.	0.8%	.	10%	.	-3%	-1%
COC(=O)Cc1c(O)ccn(CCc2c[nH]c3ccccc23)c1=O	-21	627	1	50%	0.0%	-8%	-1%	-9%	0%	-2%
CC(C)CC(=O)N1CCC(N2CCN(c3ccccc3)CC2)CC1	.	.	1	-2.6%	2.9%	3%	13%	-4%	7%	-9%
O=C(COC(=O)c1ccccc1Br)NCCC1=CCCCC1	16	691	1.1	-3.3%	0.3%	6%	5%	6%	3%	1%
Cc1cc(C)c(NC(=O)CN2C(=O)NC3(CCOc4ccccc43)C2=O)c(C)c1 (stereo not given)	0	762	1.1	-9.4%	1.0%	11%	6%	6%	-1%	-6%
CC1CN(S(=O)(=O)c2cccc(-c3cn4cccnc4n3)c2)CC(C)O1 (stereo not given)	.	.	1.1	-2.3%	.	-6%	.	-2%	-6%	.
Cc1ccc(C)c(N2CCN(C(=O)CCCCn3c(=O)[nH]c4ccccc4c3=O)CC2)c1	.	.	1	-0.5%	3.2%	19%	1%	17%	-1%	5%
CCCCc1nc(NCc2ccccc2)c(C#N)c2c1COC(C)(C)C2	-4	732	1.1	-2.0%	-0.4%	0%	5%	-1%	-2%	-4%
COc1ccccc1CC(NC(C)=O)C(=O)NC1CCN(C(=O)Nc2ccccc2Cl)CC1 (stereo not given)	-6	693	1.1	-8.4%	-0.5%	5%	-4%	2%	2%	-7%
O=S(=O)(NCc1ccc(Cl)cc1)c1cnc[nH]1	-11	716	1	2.9%	-6.2%	11%	4%	8%	0%	2%
COc1ccc(N2CCN(CCNC(=O)C3CC(=O)N(C4CCCC4)C3)CC2)cc1 (stereo not given)	.	.	1.1	-3.6%	5.4%	-2%	0%	0%	-2%	-1%
CCOC(=O)C(NCCOC)(NC(C)=O)C(F)(F)F (stereo not given)	14	776	.	.	-0.2%	.	4%	.	14%	3%
COc1ccc(N2CC(C(=O)Nc3ccc(S(=O)(=O)Nc4nc(C)cc(C)n4)cc3)CC2=O)cc1 (stereo not given)	.	.	1.1	-2.9%	2.6%	-2%	12%	-2%	-3%	10%
COc1ccc(OCCSc2nnc(CCNC(=O)c3ccc(Cl)c(Cl)c3)n2C)cc1	.	.	1.1	-5.8%	-2.8%	0%	4%	-4%	0%	6%
COc1cc(C(C[N+](=O)[O-])c2c(N)n(C)c(=O)n(C)c2=O)ccc1O (stereo not given)	6	720	0.9	-6.4%	0.4%	14%	6%	41%	1%	4%
O=c1cc(CN2CCCc3ccccc32)nc2sccn12	11	693	1.1	-3.2%	-4.2%	-77%	8%	-114%	2%	5%
O=S1(=O)CCN(Cc2cccc(Cl)c2)CC1	.	.	1.1	-4.3%	0.5%	0%	-11%	8%	-2%	3%
CCc1ccccc1NC(=O)CSc1nnc([C@@H](NC(=O)OC(C)(C)C)C(C)CC)o1 (stereo not given in full)	.	.	1.2	1.3%	0.0%	0%	-2%	6%	1%	0%
COc1ccc(-c2cc(C(=O)N(C)Cc3ccccc3)no2)cc1OC	.	.	1.1	-7.9%	0.8%	18%	14%	16%	4%	4%
CNC(=S)N/N=C(\C)c1ccccc1	5	723	.	.	0.8%	.	-8%	.	8%	5%
Nc1nnc(-c2ccco2)s1	0	704	1	-2.3%	3.6%	-11%	0%	-23%	-3%	15%
O=c1nc2n(c3ncccc13)CCC2	.	.	1	-3.7%	2.8%	7%	-3%	10%	-1%	9%
Cc1cc(C(=O)Nc2sc3c(c2C#N)CCC(C)C3)cs1 (stereo not given)	-2	785	1.1	1.3%	6.6%	5%	28%	-2%	4%	12%
N#CCCn1c(O)c(N=NC(=O)CNC(=O)c2cccs2)c2ccccc21	-5	627	.	.	0.4%[50 µM]	.	15%	.	-8%	12%
Clc1ccc(N/N=C/c2ccncc2)cc1Cl	-3	681	1.1	-5.5%	9.4%	5%	18%	-8%	-6%	4%
Fc1ccc(/C=N/NC(=S)Nc2cccnc2)cc1F	-22	708	1.1	-4.8%	0.1%	-13%	8%	-17%	.	8%
COc1nc(Oc2ccc(/C=N/O)cc2)nc(N(C)C)n1	.	.	0.9	-2.2%	2.6%[50 µM]	-9%	-1%	2%	0%	-3%
O=C(Nc1nc2ccccc2s1)Nc1ccc([N+](=O)[O-])cc1Cl	-4	668	.	.	.	.	1%	.	11%	-11%
CC(=O)c1ccc(O)c(CSc2nncn2C)c1	3	657	1.1	-0.9%	0.0%	-2%	14%	11%	-3%	1%
CCCC(=O)Nc1nc2c(c(=O)[nH]1)CCCC2	2	753	1.1	-1.7%	4.5%	-1%	-2%	2%	0%	-3%
Cc1ccc(SCc2cc(=O)[nH]c(N3CCN(C)CC3)n2)cc1	27	846	1.1	-6.9%	5.8%	9%	0%	4%	-4%	-10%
N/C(=N/O)c1nc(N2CCCC2)nc(N(c2ccccc2)c2ccccc2)n1	65*	598*	1.1	-7.8%	0.4%	8%	-10%	2%	3%	0%
CCC(=O)Nc1cc(-c2nn(CC(=O)N3CCCCC3)c(=O)c3ccccc23)ccc1N1CCOCC1	-6	706	1.1	-3.8%	0.3%	14%	20%	12%	3%	9%
O=C1c2ccccc2NC(c2ccccc2Cl)N1N=C1CCCCCC1 (stereo not given)	-34	516	1.1	-15%	1.9%[50 µM]	16%	-3%	8%	9%	11%
C=CCOc1ccccc1CN1CCSCC1	.	.	1.1	-1.4%	0.6%	13%	12%	11%	3%	8%
COc1ccc(CCNC(=O)C2CC(=O)N(c3ccc(F)cc3)C2)cc1OC (stereo not given)	.	.	1.1	-0.8%	0.2%	8%	0%	2%	4%	7%
CC(O)CNc1ccc([N+](=O)[O-])cc1S(=O)(=O)N1CCOCC1 (stereo not given)	1	644	1.1	-20%	-0.1%	3%	22%	15%	13%	4%
Clc1cccc(Cl)c1Cn1cnc2c(NCc3ccco3)ncnc21	19	796	1	-7.4%	2.1%	8%	3%	3%	-6%	-2%
CC1=CC(=C(C#N)C#N)C=C(C)N1CCN1CCNCC1	24	696	1.1	-3.7%	0.5%	-1%	54%	-3%	6%	14%
Cc1sc(NC(=O)CN(CCc2ccccc2)C(=O)C2CC2)c(C(N)=O)c1C	0	682	1	0.4%	-0.1%	6%	30%	-2%	0%	3%
N=c1ncn(Cc2ccccc2)c2nc(SCCOc3ccccc3)[nH]c12	16	695	0.9	-5.4%	0.6%[50 µM]	0%	-5%	-7%	4%	1%
CN=C(NC#N)NCCSCc1nc[nH]c1C	10	761	1.1	-7.1%	1.3%	2%	3%	10%	8%	0%
O=C(c1ccco1)N1CCN(Cc2nc3cc(Cl)ccc3c(=O)[nH]2)CC1	10	675	1.1	-2.6%	0.3%	-5%	8%	-7%	1%	5%
COCCn1c(-c2ccccc2)nc(=S)c2c1CC(C)(C)OC2	-4	699	1.1	-5.2%	0.6%	5%	15%	12%	-3%	2%
O=C(Nc1nnc(COc2ccc(Cl)cc2)s1)c1ccco1	0	625	1.1	-4.9%	14%	62%*	.	39%	23%	.
O=C(CCN1C(=O)C2C3CCC(C3)C2C1=O)OCC(=O)c1cccc([N+](=O)[O-])c1 (stereo not given)	19	707	1	-12%	2.4%[50 µM]	-5%	-15%	-1%	-4%	0%
Cc1ccc(C)c(NS(=O)(=O)c2ccc(NC(=O)CSc3ccc(Cl)cc3)cc2)c1	-5	688	1.1	-4.5%	-0.3%	12%	1%	11%	-1%	-1%
CC(=O)Nc1ccc(SC[C@H](Cc2ccccc2)N2CCN(CC(C)C)CCC2=O)cc1	-2	631	.	.	0.7%	.	-15%	.	2%	6%
O=C(Nc1ccc(F)cc1)C(c1ccccc1)N1CCN(S(=O)(=O)c2ccc3ccccc3c2)CC1 (stereo not given)	34	602	1.1	-4.8%	0.8%	6%	12%	-5%	0%	6%

Reformatted: results already given
SMILES: O=C(c1ccco1)N1CCN(Cc2nc3cc(Cl)ccc3c(=O)[nH]2)CC1
  Hep lipid drop: 10
  Hep lipid drop cells 6.5 µM: 675
  TNAP activators: 1.1
  XIAP antagonists: -2.6%
  UTI89 phage lysis: 0.3%
  human PMI inhibition: -5%
  M17LAP inhibition: 8%
  PMI inhibition: -7%
  SIAH1 antagonists: 1%
  M1AAP inhibition: 5%
SMILES: COCCn1c(-c2ccccc2)nc(=S)c2c1CC(C)(C)OC2
  Hep lipid drop: -4
  Hep lipid drop cells 6.5 µM: 699
  TNAP activators: 1.1
  XIAP antagonists: -5.2%
  UTI89 phage lysis: 0.6%
  human PMI inhibition: 5%
  M17LAP inhibition: 15%
  PMI inhibition: 12%
  SIAH1 antagonists: -3%
  M1AAP inhibition: 2%

3 entries out of the list above, ordered by the value under SIAH1 antagonists, descending:
SMILES,TNAP activators,XIAP antagonists,human PMI inhibition,M17LAP inhibition,PMI inhibition,SIAH1 antagonists,M1AAP inhibition
O=C(Nc1nnc(COc2ccc(Cl)cc2)s1)c1ccco1,1.1,-4.9%,62%*,.,39%,23%,.
COCCn1c(-c2ccccc2)nc(=S)c2c1CC(C)(C)OC2,1.1,-5.2%,5%,15%,12%,-3%,2%
O=C(CCN1C(=O)C2C3CCC(C3)C2C1=O)OCC(=O)c1cccc([N+](=O)[O-])c1 (stereo not given),1,-12%,-5%,-15%,-1%,-4%,0%
